Screens (PubChem)
Avidin bead fluor: avidin bead compound fluorescence profile; Avidin beads, compound fluorescence 488/530 nm, flow cytometry; stronger effect = higher value; fluorescence (KMESF) at 10 µM; 220,000 tested, 0.38% active; in the data active = fluorescence above about 47; also: inactives centre near 10
Pf gamet viab: inhibitors of late stage P. falciparum gametocyte viability. P. falciparum stage V gametocytes, ATP luminescence, 24 h. 150,000 tested, 0.065% active. inhibition, % at 10.9 µM;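 active = inhibition above the mean plus 3 SD of compounds within the control limits, set per campaign, cut at about 38% in these data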;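 also: 0% = DMSO wells and 100% = medium only without gametocytes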
Mcl1 Noxa PPI: Mcl-1/Noxa interaction inhibition. Q07820. TR-FRET Mcl-1/Noxa peptide binding, 2 h. inhibition, % at 21.7 µM. 220,000 tested, 1.5% active;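 active = compounds that cut the protein-peptide binding signal by more than 50% relative to plate controls in a single-dose test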;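 also: His-tagged Mcl-1 with rhodamine Noxa BH3 peptide and terbium anti-His antibody; 0% = Mcl-1 plus Noxa peptide wells and 100% = peptide-only wells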
Target sequence (Q07820 whole entry, looked up): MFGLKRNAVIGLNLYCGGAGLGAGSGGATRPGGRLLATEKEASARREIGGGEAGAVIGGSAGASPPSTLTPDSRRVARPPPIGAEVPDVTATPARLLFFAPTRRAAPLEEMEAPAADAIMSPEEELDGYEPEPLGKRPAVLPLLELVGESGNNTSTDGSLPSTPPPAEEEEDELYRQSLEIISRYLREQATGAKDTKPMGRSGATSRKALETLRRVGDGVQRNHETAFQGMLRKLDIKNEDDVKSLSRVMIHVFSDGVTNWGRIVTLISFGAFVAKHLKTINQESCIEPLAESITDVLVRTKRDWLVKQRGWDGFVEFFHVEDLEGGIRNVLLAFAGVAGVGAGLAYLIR
Mcl1-Bid inh: disrupts binding of human Mcl-1 to Bid peptide; Q07820; TR-FRET Mcl-1/Bid-Dy647 peptide binding, 1536-well; inhibition, % at 21.7 µM; 220,000 tested, 0.97% active; AID 1021;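 active = compounds that cut the binding signal by more than half at the single screening dose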;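 also: His-tagged Mcl-1 with europium anti-His antibody binding Bid BH3 peptide; 0% = Mcl-1 plus peptide wells and 100% = peptide-only wells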
An asterisk follows results filed as active.

1: COc1ccc(-n2c(O)c(C(C)=NCc3ccc4c(c3)OCO4)c(=O)[nH]c2=O)cc1
2: CC(=NCCc1ccccc1)c1c(O)[nH]c(=O)[nH]c1=O
3: COC(=O)[C@]12OC[C@]34C([C@@H](O)[C@@H]1O)[C@]1(C)CC(=O)C(O)=C(C)[C@@H]1C[C@H]3OC(=O)[C@H](O)[C@@H]24 (some centres not stated)
4: COc1ccc(C(=O)O/N=C(/C(N)=O)P(=O)(OC(C)C)OC(C)C)cc1
5: CCN1C(=O)C(=Cc2ccc(N3CCOCC3)o2)C(=O)N(CC)C1=S
6: O=c1[nH]c(=O)n(-c2cccc3ccccc23)c(O)c1/C=N/N1CCCCC1
7: Cc1cc(C)n(-c2ccc(NN=C(C#N)C#N)cc2)n1
8: COP(=O)(NC(=O)C(Cl)(Cl)Cl)OC
9: Cn1c(O)c(C=NCCN2CCN(C(=O)Nc3ccccc3)CC2)c(=O)n(C)c1=O
10: CC12CC[C@H]3[C@@H](CCC4(O)C[C@H](O)CCC34/C=N/NC(=O)c3ccccc3Cl)C1(O)CCC2C1=CC(=O)OC1 (some centres not stated)
Compound	1	2	3	4	5	6	7	8	9	10
Pf gamet viab	7.9	0.5	-26.1	28.7	8.1	-3.9	-4.7	12.0	-6.9	16.9
Mcl1 Noxa PPI	5.9	2.4	-10.8	-10.9	-20.2	-13.0	6.2	1.7	-11.2	-17.0
Mcl1-Bid inh	-0.3	-1.6	-44.0	-7.6	-91.3	-9.4	-8.2	-5.9	1.1	-24.2
Avidin bead fluor	8	8	10	3	10	6	6	81*	8	5

11: C=CCn1c(O)c(C(C)=Nc2cccc(C(=O)O)c2)c(=O)[nH]c1=O
12: O=C(Nc1cccc(Br)c1)c1c(O)c2c(n(Cc3ccccc3)c1=O)CCCC2
13: O=C1Nc2ccccc2/C1=C/c1nc2ccccc2c(=O)n1-c1ccc(O)cc1
14: O=C(Nc1ccc(F)cc1)OC1CN2CCC1CC2 (configuration not stated)
15: COCc1cc(OC(=O)N(C)C)nc(-c2ccc(C)c(Cl)c2)n1
16: O=C1Nc2ccccc2C1Cc1nc2ccccc2c(=O)n1-c1ccccc1 (configuration not stated)
17: O=c1[nH]c(=S)n(CCC2=CCCCC2)c(O)c1/C=N/Nc1ccccc1
18: COc1cc(OC)cc(C2(C#N)CCN(C)CC2)c1
19: CC1(C)C2([N+](=O)[O-])CN3CC1([N+](=O)[O-])CN(C2)C3c1cccnc1 (configuration not stated)
20: COC(=O)c1ccc(N=C(c2ccccc2)c2c(O)n(C)c(=O)n(C)c2=O)cc1
Compound	11	12	13	14	15	16	17	18	19	20
Pf gamet viab	0.2	3.5	13.0	-6.5	5.5	20.5	4.8	-0.8	-5.3	15.5
Mcl1 Noxa PPI	-3.3	18.6	35.9	3.7	1.9	26.6	-11.7	1.8	-14.3	19.9
Mcl1-Bid inh	-29.0	-15.0	2.4	-0.8	-21.6	54.0*	-179.2	-9.2	-5.4	-8.7
Avidin bead fluor	3	10	6	3	7	8	11	3	7	4

21: CCCCC(=O)N/N=C/c1c(O)n(CCCC)c(=S)[nH]c1=O
22: CP(=O)(Nc1ccc(Cl)cc1)c1nc2c(s1)CCCC2 (configuration not stated)
23: C=CCn1c(O)c(C=NCCN2CCOCC2)c(=O)[nH]c1=S
24: CN1CCN2c3ccccc3CC3(C(=O)N(C)C(=O)N(C)C3=O)C2C1 (configuration not stated)
25: Cc1cc(C)c(-n2c(O)c(/C=N/NC(=O)c3ccncc3)c(=O)[nH]c2=O)c(C)c1
26: Cc1cccc(N2C(=O)NC(=O)/C(=C\c3ccc(N4CCOCC4)cc3)C2=O)c1
27: CCSC1=NN1c1cc(C)nc(N)n1
28: C=CCn1c(O)c(/C(C)=N/N2CCCCCC2)c(=O)[nH]c1=O
29: CCOC(=O)C1=Nc2ccccc2/C1=C\c1c(O)n(C)c(=O)n(C)c1=O
30: COCCNC(=O)CN1C(=O)CN=C(c2ccccc2)c2ccccc21
Compound	21	22	23	24	25	26	27	28	29	30
Pf gamet viab	10.2	-3.6	16.6	18.0	4.1	0.1	2.9	10.3	-12.2	-19.4
Mcl1 Noxa PPI	-70.6	-7.1	-10.6	-1.0	-11.3	11.0	15.7	0.5	12.7	2.0
Mcl1-Bid inh	-71.4	-29.9	-19.6	-14.5	-41.0	-41.9	14.5	-17.6	-41.1	-24.5
Avidin bead fluor	8	10	6	6	7	6	9	8	8	9

31: CC/C(=N\N1CCCCC1)c1c(O)[nH]c(=O)[nH]c1=O
32: COc1ccc(-n2c(SCCN(C)C)nc3ccccc3c2=O)cc1
33: CN(C)c1ccc(/C=C/C=C/c2sc3ccccc3[n+]2C)cc1
34: N#C/C(=C(/O)c1ccc(S(=O)(=O)N(CCCl)CCCl)cc1)c1nc2ccccc2[nH]1
35: COc1ccc(OC)c(-n2c(O)c(C=Nc3c(C)n(C)n(-c4ccccc4)c3=O)c(=O)[nH]c2=S)c1
36: CCC(=NCCc1ccccc1)c1c(O)n(C)c(=O)n(C)c1=O
37: CN1C(=O)C(=Cc2sc(=O)n(-c3ccccc3)c2N(C)C)C(=O)N(C)C1=O
38: C/C(=N\NC(=O)c1ccncc1)c1c(O)n(Cc2ccccc2)c(=O)[nH]c1=O
39: CC(C)OC1CCCC(O)C1CC(=O)O (configuration not stated)
40: O=C1NC(=O)N(CCC2=CCCCC2)C(=O)/C1=C/c1cccs1
Compound	31	32	33	34	35	36	37	38	39	40
Pf gamet viab	-19.3	1.8	0.6	19.4	-5.8	10.6	15.5	0.3	-11.5	-26.7
Mcl1 Noxa PPI	-9.5	-21.7	7.6	-9.9	9.3	-0.9	6.0	31.3	-7.5	14.4
Mcl1-Bid inh	-7.3	-8.8	-44.5	-23.0	-39.7	-11.6	-32.2	-8.3	-11.6	-50.6
Avidin bead fluor	8	4	8	8	3	7	4	2	3	5

Next part; the last 3 above are carried over.
38: C/C(=N\NC(=O)c1ccncc1)c1c(O)n(Cc2ccccc2)c(=O)[nH]c1=O
39: CC(C)OC1CCCC(O)C1CC(=O)O (configuration not stated)
40: O=C1NC(=O)N(CCC2=CCCCC2)C(=O)/C1=C/c1cccs1
41: CC(=O)CC(c1ccccc1[N+](=O)[O-])c1c(O)c2ccccc2oc1=O (configuration not stated)
42: Cc1ccc(/C=C2\C(=O)NC(=O)N(CC3CCCO3)C2=O)s1 (configuration not stated)
43: N#CC(c1ccccc1)N1CCOCC1 (configuration not stated)
44: COc1cc(/C=C2/C(=O)NC(=O)N(c3ccc(C)cc3)C2=O)cc(OC)c1OC
45: NC1C2CN3CCN(C2)CC1(c1ccccc1)C3 (configuration not stated)
46: O=C1NC(=O)N(c2ccccc2)C(=O)/C1=C\c1ccc([N+](=O)[O-])s1
47: CCC(=NCCN1CCOCC1)c1c(O)n(C2CCCCC2)c(=O)[nH]c1=O
48: C=CCn1c(O)c(C(C)=NC(C)c2ccccc2)c(=O)[nH]c1=O (configuration not stated)
49: COc1ccc(CN2C(=O)NC(=O)/C(=C/c3cc(OC)c(OC)c(OC)c3)C2=O)cc1
50: C=CCn1c(O)c(C(CC)=Nc2ccc(C(=O)O)cc2)c(=O)[nH]c1=O
Compound	38	39	40	41	42	43	44	45	46	47	48	49	50
Pf gamet viab	0.3	-11.5	-26.7	2.5	17.6	0.2	9.3	-3.3	-7.8	21.0	30.6	-1.9	6.6
Mcl1 Noxa PPI	31.3	-7.5	14.4	0.7	24.9	3.5	18.5	1.5	69.1*	-0.3	-5.9	22.7	21.8
Mcl1-Bid inh	-8.3	-11.6	-50.6	-9.2	-31.7	-5.4	-56.7	-18.5	-25.4	-5.5	-9.0	-54.8	-31.1
Avidin bead fluor	2	3	5	6	5	4	8	3	5	7	5	5	3

51: O=c1[nH]c(O)c(/C=C2/C=CC(c3cc(Cl)ccc3Cl)=N2)c(=O)[nH]1
52: CC1CCC(C(C)C)C(OC(=O)Cn2c(COc3ccccc3)[n+](C)c3ccccc32)C1 (configuration not stated)
53: C(=N\NC1=NCCCCC1)/c1c[nH]c2ccccc12
54: COc1ccc(/C=C/C(=O)c2c(O)n(CCC3=CCCCC3)c(=O)[nH]c2=O)cc1OC
55: COc1cc2c(cc1OC)C(c1c(O)n(CCc3ccccc3)c(=S)[nH]c1=O)NCC2 (configuration not stated)
56: CCCCCCC(=O)c1c(O)n(-c2ccc(OC)cc2)c(=O)[nH]c1=O (tested in a mixture with another compound)
57: O=c1[nH]c(=O)n(CCc2ccccc2)c(O)c1/C=N/N1CCOCC1
58: CCN1CCN(c2nc([N+](=O)[O-])nn2C)CC1
59: CC(C)c1ccc(-n2c(O)c(/C=N/NC(=O)c3ccccc3O)c(=O)[nH]c2=S)cc1
60: CN1CCCC(C(O)(c2ccccc2)c2ccccc2)C1 (configuration not stated)
Compound	51	52	53	54	55	56	57	58	59	60
Pf gamet viab	-16.0	12.6	15.0	10.5	-7.7	-39.0	-1.9	-5.7	-8.5	4.6
Mcl1 Noxa PPI	25.9	-5.5	9.4	-52.8	-3.2	16.3	6.1	8.4	-78.3	3.8
Mcl1-Bid inh	66.6*	-13.3	-19.5	-59.1	-101.0	-21.6	-34.0	-6.2	-280.0	-7.1
Avidin bead fluor	9	6	9	9	8	5	6	7	4	8

61: Cn1cccc1/C=C1/C(=O)NC(=O)N(C(C)(C)C)C1=O
62: Cc1ccsc1C(=O)C1CCCN(Cc2cnc(N)nc2)C1 (configuration not stated)
63: CC(C)CNP(=S)(c1ccccc1)C(C)(C)C (configuration not stated)
64: Cc1ccc(-n2c(O)c(C=NCC3CCCO3)c(=O)[nH]c2=O)c(C)c1 (configuration not stated)
65: Clc1cccc(C2NCc3ccccc3-n3cccc32)c1 (configuration not stated)
66: CC12CC[C@H]3[C@@H](CCC4(O)C[C@H](O)CCC34/C=N/NC(=O)c3ccccc3F)C1(O)CCC2C1=CC(=O)OC1 (some centres not stated)
67: CCOP(=O)(OCC)C(O)c1ccc2c(c1)OCO2 (configuration not stated)
68: O=C(Nc1ccccc1F)OC1CN2CCC1CC2 (configuration not stated)
69: Cc1cc(C=C2C(=O)N(C)C(=S)N(C)C2=O)c(C)n1-c1ccncc1
70: Cc1ccc(-n2c(O)c(C=NCc3ccccn3)c(=O)[nH]c2=S)cc1
Compound	61	62	63	64	65	66	67	68	69	70
Pf gamet viab	-1.3	-2.1	7.4	16.4	-5.9	-23.2	-30.4	-2.6	-4.6	-17.7
Mcl1 Noxa PPI	12.1	-12.5	1.1	-16.8	30.1	-7.1	1.4	-15.9	6.8	-31.9
Mcl1-Bid inh	-31.7	-11.5	-56.1	-10.2	-47.7	-15.3	-3.0	-19.9	-22.2	-58.3
Avidin bead fluor	7	4	16	8	6	5	7	4	7	3

71: C=CCn1c(O)c(C(CC)=Nc2ccc(NC(C)=O)cc2)c(=O)[nH]c1=O
72: CC(=O)N1N=C(c2c(O)n(C)c(=O)n(C)c2=O)CC1c1ccccc1 (configuration not stated)
73: O=c1cccc2n1C[C@H]1C[C@@H]2CN2CCCC[C@@H]12
74: CNC(=O)Oc1cccc2ccccc12
75: COc1ccc(CCn2c(O)c(/C=N/N3CCOCC3)c(=O)[nH]c2=O)cc1OC
76: Cc1ccc(CNC2=NCCS2)cc1
77: COc1ccc(-n2c(-c3ccccc3)nc3ccccc3c2=O)cc1
78: O=C1NC(=O)N(c2ccc(Cl)cc2)C(=O)/C1=C/c1coc2ccc(O)cc2c1=O
79: CN1C(=O)NC(=O)/C(=C/c2ccc(C(=O)O)cc2)C1=O
80: COCc1cc(OC(=O)N(C)C)nc2c1c(C)nn2C
Compound	71	72	73	74	75	76	77	78	79	80
Pf gamet viab	-18.8	-12.3	-9.6	-6.7	22.4	-4.0	1.2	0.7	1.6	-27.5
Mcl1 Noxa PPI	-7.0	-10.3	-18.7	7.6	15.0	-3.2	-1.1	46.1	10.2	9.7
Mcl1-Bid inh	-5.1	-48.1	4.8	-0.4	-15.4	-6.7	-6.3	-57.8	-28.6	2.1
Avidin bead fluor	7	8	13	7	7	13	7	6	8	7

81: O=C(COc1ccc(Cl)cc1)N(c1ccc(Cl)cc1)C1CN2CCC1CC2 (configuration not stated)
82: O=P1(NCCCn2cc[n+](Cc3nc4ccccc4[nH]3)c2)C=C(c2ccccc2)OC(c2ccccc2)=C1
83: CC(C)CN1CCN(Cc2ccc(F)cc2Cl)CC1CCO (configuration not stated)
84: CCOP(=O)(OCC)c1cc(C)c(O)c(C(C)(C)C)c1
Compound	81	82	83	84
Pf gamet viab	-9.4	-2.4	-6.0	-26.1
Mcl1 Noxa PPI	13.6	4.4	-25.5	6.9
Mcl1-Bid inh	-31.2	-13.1	-39.9	-9.4
Avidin bead fluor	8	8	5	7

Only part of the results is shown; rates above refer to the full screens.
